Bioassay records from PubChem BioAssay.
Yeast superoxide – reduction of superoxide in aged yeast, primary screen, HTS | AID 2690, 2010 | superoxide response (% of plate mean), % at 10 µM | S. cerevisiae aged cells, superoxide DHE fluorescence; active compounds read low | 330,000 compounds, 0.18% hits;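 active means superoxide response under a set limit, about three screen SD below normal, cut at about 65% in these data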;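 further: yeast aged for seven days with compound at 30 °C before DHE staining; 100% = average MFI of all compound-treated wells on the plate with controls excluded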
LAP4 TOR yeast – modulators of LAP4-GFP expression in yeast, primary screen, S. cerevisiae, multiplex flow cytometry, MLPCN library; 3 h; median GFP as percent of DMSO wells; GFP response vs DMSO, % at 10 µM; 320,000 compounds, 0.34% hits;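 active means GFP response vs DMSO above a set limit, about the screen mean plus 3 SD, cut at about 150% in these data; inconclusive means under 70 cell events counted for the yeast strain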
AHR activator – AHR activators, primary screen, cell-based, luminescence, luciferase reporter, human | AHR-responsive luciferase reporter cells | activation, % at 5 µM | 320,000 compounds, 2.5% hits | Aryl hydrocarbon receptor (Homo sapiens), P35869; in the data active means activation above about 47%;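 further: 0% = vehicle wells and 100% = reference agonist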
Target sequence (P35869 whole entry, looked up): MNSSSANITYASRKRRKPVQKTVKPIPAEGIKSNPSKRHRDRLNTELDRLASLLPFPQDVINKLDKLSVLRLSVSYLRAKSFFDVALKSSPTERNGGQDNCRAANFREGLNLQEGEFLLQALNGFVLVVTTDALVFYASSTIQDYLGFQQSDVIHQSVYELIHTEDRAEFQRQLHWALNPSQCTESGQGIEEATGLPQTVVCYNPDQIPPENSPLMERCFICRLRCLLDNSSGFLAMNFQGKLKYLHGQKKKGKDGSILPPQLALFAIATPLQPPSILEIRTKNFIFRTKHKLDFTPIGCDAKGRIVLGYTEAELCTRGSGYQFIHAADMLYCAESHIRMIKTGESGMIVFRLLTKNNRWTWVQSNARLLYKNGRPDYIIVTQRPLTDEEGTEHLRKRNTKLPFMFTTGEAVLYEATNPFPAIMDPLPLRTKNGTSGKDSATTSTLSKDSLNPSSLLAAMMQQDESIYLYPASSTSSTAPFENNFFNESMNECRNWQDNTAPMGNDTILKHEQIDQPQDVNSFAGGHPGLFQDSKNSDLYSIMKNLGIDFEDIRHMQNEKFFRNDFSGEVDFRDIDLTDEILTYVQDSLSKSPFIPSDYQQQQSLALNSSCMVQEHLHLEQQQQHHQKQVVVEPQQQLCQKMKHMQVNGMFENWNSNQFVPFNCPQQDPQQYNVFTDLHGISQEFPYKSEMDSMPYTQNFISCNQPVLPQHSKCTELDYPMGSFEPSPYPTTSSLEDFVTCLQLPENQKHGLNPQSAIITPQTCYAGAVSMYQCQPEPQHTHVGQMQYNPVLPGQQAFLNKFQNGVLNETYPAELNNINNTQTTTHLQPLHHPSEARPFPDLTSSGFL
Efflux pump mplx – inhibitors of Candida efflux pumps in yeast, primary screen, S. cerevisiae, Nile Red, multiplex | inhibition, % at 10 µM | 330,000 compounds, 0.44% hits | S. cerevisiae Candida pump triplex | AID 485275, 2010;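 active means plate passing quality check with inhibition over a set limit, or well fluorescence over plate mean plus 4 SD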;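 further: Nile Red retained in pooled yeast measured as flow cytometry median fluorescence; 0% = buffer negative control and 100% = Enniatin B positive control; higher means more Nile Red kept so more efflux inhibition; some compounds called inactive have numbers as strong as hits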
AGP1-GFP MLPCN – modulators of AGP1-GFP expression in yeast TOR pathway, primary screen, cell-based, multiplex flow cytometry, S. cerevisiae, MLPCN library; 3 h; GFP as percent of DMSO wells; 320,000 compounds, 0.02% hits; GFP response vs DMSO, % at 10 µM;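 active means GFP response relative to DMSO above a set limit, near screen average plus 3 SD, cut at about 150% in these data; inconclusive means fewer than 70 cells counted for the yeast strain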;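 further: median GFP channel fluorescence of the gated AGP1 strain per well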
CIT2 TOR yeast – modulators of CIT2-GFP expression in yeast, primary screen, S. cerevisiae, GFP fusion, multiplex flow cytometry, MLPCN library | S. cerevisiae CIT2-GFP strain, 3 h; 100 means same as DMSO wells | GFP response vs DMSO, % at 10 µM | 320,000 compounds, 0.065% hits | AID 2029, 2009;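 active means GFP response relative to DMSO above a set limit, near the screen mean plus 3 SD, cut at about 150% in these data; inconclusive means Fewer than 70 cells measured for a yeast strain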;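 further: ratio of well median GFP fluorescence to mean of DMSO wells on the plate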
RPL19A TOR yeast – RPL19A-GFP expression modulators in yeast, primary screen, cell-based, S. cerevisiae, multiplex flow cytometry, MLPCN; S. cerevisiae RPL19A-GFP strain, 3 h; active compounds read low; percent response vs DMSO, % at 10 µM; 330,000 compounds, 0.3% hits; AID 2025, 2009;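 active means percent response vs DMSO below 50%; inconclusive means fewer than 70 events counted for the yeast strain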;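 further: median channel GFP fluorescence of the barcoded RPL19A-GFP strain; ratio of sample median GFP to plate DMSO average so 100% = DMSO; lower means less RPL19A-GFP as with rapamycin TOR inhibition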
MEP2-GFP yeast – modulators of MEP2-GFP levels in yeast, primary screen, S. cerevisiae, multiplex flow cytometry, MLPCN library; 330,000 compounds, 0.51% hits; AID 2016, 2009; S. cerevisiae MEP2-GFP strain, 3 h; 100% = DMSO control level; GFP response vs DMSO, % at 10 µM;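 active means GFP response versus DMSO above a set limit, roughly screen mean plus 3 SD, cut at about 180% in these data; inconclusive means fewer than 70 cells counted for a yeast strain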;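 further: median GFP fluorescence of the barcode-gated MEP2-GFP cells per well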
* marks the source's active call; other numbers are inactive results; ? = inconclusive; nt = no result given; [ ] = remark or other dose.

SMILES,Yeast superoxide,LAP4 TOR yeast,AHR activator,Efflux pump mplx,AGP1-GFP MLPCN,CIT2 TOR yeast,RPL19A TOR yeast,MEP2-GFP yeast
COc1ccc(S(=O)(=O)N2CCOCC2)cc1NC(=O)c1ccccc1-c1ccc(C(F)(F)F)cc1,106,92,3,-0.2,99,100,105,104
O=c1[nH]c(CSc2ccccn2)nc2c1oc1ccccc12,101,95,28,0.1,nt,86,85,93
CCC(=O)Nc1ccc(S(=O)(=O)Nc2nccs2)cc1,101,93,2,0.7,93,105,97,100
N#Cc1c(-c2ccccc2F)cc(-c2cccnc2)nc1N,107,83,45,0.2,87,95,99,96
COCc1[nH]c(=S)[nH]c(=O)c1C,96,117,-3,0.0,114,100,98,95
CC(C)Cc1nnc(NC(=O)c2ccc3c(c2)OCCO3)s1,136,101,-1,0.2,91,89,92,99
COc1ccc(C(C(=O)NCC2CCCO2)N(C(=O)CNC(=O)c2ccco2)c2cc(C)ccc2C)cc1OC (stereo not drawn),88,99,1,0.2,98,101,96,96
CCN1CCCC(OC(=O)c2cc(-c3ccc(C)cc3)nc3ccccc23)C1 (stereo not drawn),136,102,-11,0.0,106,107,110,111
COc1cc(CNCCN2CCOCC2)ccc1OCc1ccc(Cl)cc1,105,104,-2,-0.1,104,110,105,103
C/C(=N\OC(=O)c1c(-c2ccccc2Cl)noc1C)c1ccncc1,99,99,-1,0.1,105,99,97,99
Cn1nc(C(F)(F)F)cc1-c1ccc(S(N)(=O)=O)s1,122,102,-1,0.4,96,100,105,107
O=C(CCCN1CCOCC1)c1ccc2c(c1)OCCO2,102,92,5,-0.2,96,nt,100,93
O=C(Nc1ccccc1)c1nn(-c2ccccc2)c(=O)cc1C(F)(F)F,93,94,2,0.0,94,94,95,95
O=C1C=C(N2CCCCC2)C2(CCCCC2)O1,98,93,-1,-0.1,103,102,108,104
Cc1ccc(CNC(=O)CN(C)S(=O)(=O)c2cnc[nH]2)cc1,102,100,0,0.0,103,106,103,104
COc1ccccc1NS(=O)(=O)c1ccc(C(=O)N2CCCC(C(F)(F)F)C2)cc1 (stereo not drawn),76,109,-1,0.3,104,98,101,105
N#Cc1ccc(OCC(O)CS(=O)(=O)c2ccc(F)cc2)cc1 (stereo not drawn),95,114,1,-0.1,106,100,98,99
CCCCn1c(=O)n(CC(=O)NCc2ccc(C)cc2)c(=O)c2c1nc(CO)n2CCC,93,98,-1,0.0,100,106,101,109
N/C(CN1CCCC1=O)=N\O,107,101,2,0.1,97,98,106,103
Cc1cc(N2CCOCC2)nc2ccc(Cl)cc12,90,96,32,-0.3,95,102,97,92
COc1cccc(NC(=O)CCC2CCN(C(=O)C3CC=CCC3)CC2)c1 (stereo not drawn),110,110,3,0.5,103,104,97,99
COCCN1C(=O)N(c2ccc(OC)cc2)C(=O)C1CC(=O)Nc1cccc(F)c1 (stereo not drawn),96,92,nt,0.0,99,100,102,105
COc1cc(C(=O)NC2CCN(Cc3nnnn3Cc3ccc(F)cc3)CC2)cc(OC)c1OC,95,96,1,0.0,102,102,97,98
CC1CCC(=NNC(=O)Cc2cccn2C)CC1 (stereo not drawn),87,92,0,1.0,93,90,97,88

Record cards (already shown). Screens in order: Yeast superoxide | LAP4 TOR yeast | AHR activator | Efflux pump mplx | AGP1-GFP MLPCN | CIT2 TOR yeast | RPL19A TOR yeast | MEP2-GFP yeast
`COCCN1C(=O)N(c2ccc(OC)cc2)C(=O)C1CC(=O)Nc1cccc(F)c1` (stereo not drawn) reads 96 | 92 | nt | 0.0 | 99 | 100 | 102 | 105
`COc1cccc(NC(=O)CCC2CCN(C(=O)C3CC=CCC3)CC2)c1` (stereo not drawn) reads 110 | 110 | 3 | 0.5 | 103 | 104 | 97 | 99
`COc1cc(C(=O)NC2CCN(Cc3nnnn3Cc3ccc(F)cc3)CC2)cc(OC)c1OC` reads 95 | 96 | 1 | 0.0 | 102 | 102 | 97 | 98
`N#Cc1ccc(OCC(O)CS(=O)(=O)c2ccc(F)cc2)cc1` (stereo not drawn) reads 95 | 114 | 1 | -0.1 | 106 | 100 | 98 | 99

Next part:
SMILES,Yeast superoxide,LAP4 TOR yeast,AHR activator,Efflux pump mplx,AGP1-GFP MLPCN,CIT2 TOR yeast,RPL19A TOR yeast,MEP2-GFP yeast
COc1ccc(NC(=O)C2CCC(CNS(=O)(=O)c3cccs3)CC2)cc1 (stereo not drawn),95,103,5,0.0,102,100,98,101
COc1cccc(NC(=S)N(CCN(C)C)C(C)c2cccnc2)c1 (stereo not drawn),96,97,1,-0.1,103,112,105,107
COC(=O)C1CCC(=S)N1C(=O)c1ccccc1 (stereo not drawn),106,99,-1,-0.1,98,98,103,108
O=C(C1CCN(Cc2cc(Cl)ccc2O)CC1)N1CCN(Cc2ccccc2)CC1,105,104,1,0.1,98,96,103,103
O=C(c1cccs1)N1CCN(c2ccc(Cl)cc2)CC1,105,109,-6,0.0,99,100,103,109
CCOc1ccc(C(=O)NCC(=O)Nc2ccc(N3CCOCC3)cc2)cc1OCC,79,83,10,0.0,82,84,88,82
O=C(Nc1ccccc1C(=O)N1CCN(Cc2ccccc2)CC1)c1ccc(F)cc1,90,96[may fluoresce green],0,-0.4,99[may fluoresce green],99[may fluoresce green],103[may fluoresce green],100[may fluoresce green]
O=C(c1ccc(CNc2c(N3CCCC3)c(=O)c2=O)cc1)N1CCN(C2CCCCC2)CC1,104,98,-2,-0.1,100,102,99,109
COc1ccc(NC(=O)Nc2cc(C)ccc2F)cc1,84,105,16,0.1,92,93,96,98
Cc1nnc(SCC(=O)Nc2ccc3c(c2)OCO3)[nH]c1=O,101,108,2,0.0,111,109,112,113
COc1ccc(-c2nn(-c3ccccc3)cc2C(=O)N(C)CC(=O)Nc2cccc(F)c2)cc1,96,112,3,-0.1,96,90,102,108
COc1ccc(NC(=O)C2CC(=O)N/C(=N/N=C/c3ccco3)S2)cc1 (stereo not drawn),112,119,-2,0.0,109,95,101,105
Cc1ccc(NC(=O)c2ccncc2)cc1S(=O)(=O)N(C)C,95,94,15,0.6,101,94,104,102
O=[N+]([O-])c1ccc(NCCNCCOc2nonc2-c2ccccc2)c([N+](=O)[O-])c1,108,93,9,0.2,93,94,102,106
CN(C)CCNC(=O)c1[nH]nc2c1CCc1ccccc1-2,107,95,5,0.1,103,108,109,114
CCOc1ccc(Oc2c(/C=N/NC(N)=O)c(C)nn2-c2ccccc2)cc1,118,87,8,0.2,99,104,101,100

An excerpt of these results, with two lines to a compound.
Screens in order: Yeast superoxide | LAP4 TOR yeast | AHR activator | Efflux pump mplx | AGP1-GFP MLPCN | CIT2 TOR yeast | RPL19A TOR yeast | MEP2-GFP yeast
> COc1ccc(NC(=O)C2CC(=O)N/C(=N/N=C/c3ccco3)S2)cc1 (stereo not drawn)
 : 112 | 119 | -2 | 0.0 | 109 | 95 | 101 | 105
> Cc1ccc(NC(=O)c2ccncc2)cc1S(=O)(=O)N(C)C
 : 95 | 94 | 15 | 0.6 | 101 | 94 | 104 | 102
> O=[N+]([O-])c1ccc(NCCNCCOc2nonc2-c2ccccc2)c([N+](=O)[O-])c1
 : 108 | 93 | 9 | 0.2 | 93 | 94 | 102 | 106
> CN(C)CCNC(=O)c1[nH]nc2c1CCc1ccccc1-2
 : 107 | 95 | 5 | 0.1 | 103 | 108 | 109 | 114

Other structures follow:
SMILES,Yeast superoxide,LAP4 TOR yeast,AHR activator,Efflux pump mplx,AGP1-GFP MLPCN,CIT2 TOR yeast,RPL19A TOR yeast,MEP2-GFP yeast
COc1ccc(-c2ccc(CCC(=O)O)n2-c2ccccc2OC)cc1,109,110,7,-0.2,110,102,103,97
O=C(CCCN1C(=O)/C(=C/c2cccc(Br)c2)SC1=S)N1CCOCC1,95,100,0,0.1,100,100,101,95
Cc1ccc2nc(N3CCN(Cc4nnnn4C4CCCC4)CC3)c(C#N)cc2c1,108,102,2,-0.2,nt,97,96,101
COC(=O)C1=C(C)N(CCCC(=O)O)C(=O)NC1c1ccc(-c2ccccc2)cc1 (stereo not drawn),87,119,3,-0.1,88,98,101,93
Fc1ccc(Cn2nnnc2CN2CCN(C3CCCC3)CC2)cc1,107,107,1,0.0,110,103,100,108
C=CCNC(=O)CSCc1ccc(Br)cc1,102,97,0,0.1,105,90,97,99
Cc1cc(C)cc(CSCC(=O)N/N=C/c2ccc(OCC(=O)NCc3ccco3)cc2)c1,95,103,0,0.3,98,107,98,98
Cc1ccc(-n2c(Cl)c(Cl)nc(Cl)c2=O)cc1,123,183*[may fluoresce violet],0,0.7,10[may fluoresce violet],?,55[may fluoresce violet],98[may fluoresce violet]
Cc1noc(NS(=O)(=O)c2ccc(N/C=C\C(=O)c3ccc(F)cc3)cc2)c1C,93,105,6,0.0,103,108,100,104
O=C(NCc1ccccc1)NCc1cccs1,106,88,-1,-0.1,88,85,88,93
COc1ccc(C(=O)NCc2ccccc2C)cc1S(=O)(=O)NC1CCCC1,102,120,1,-0.2,109,100,102,122
Cc1ccc(Nc2nc(N)c([N+](=O)[O-])c(N3CCC(C)CC3)n2)cc1C,93,112,28,0.1,102,107,103,113
CCOC(=O)C1CCN(C(=O)COC(=O)c2nn(C)c(=O)c3ccccc23)CC1,109,99,1,0.0,104,100,97,94
O=C1NC2(C=Cc3c(ccc4ccccc34)O2)Oc2ccccc21 (stereo not drawn),87,100,-2,-0.1,107,103,104,105
Cc1c(C(=O)Nc2cccc(-c3nnc4n3CCCCC4)c2)oc2ccccc12,119,95,31,0.0,101,94,111,104
O=C(Nc1nc(-c2cccnc2)cs1)c1cccc([N+](=O)[O-])c1,98,102,26,-0.1,93,104,98,109
COCCn1c(SCC(=O)NC2CC2)nnc1-c1ccco1,92,100,1,0.0,105,105,103,104
COc1cc(C(=O)Nc2cccc(-c3cn4cccnc4n3)c2)cc(OC)c1OC,72,100,5,-0.2,100,97,95,97
Cc1ccc(NC(=O)CCn2cccc2)cc1C,97,95,20,0.1,89,87,94,98
O=C(CCn1c(=O)c2ccccc2n(Cc2ccccc2)c1=O)NCc1ccc2c(c1)OCO2,101,98,11,0.1,101,101,103,108
O=C(Nc1cccc([N+](=O)[O-])c1)N1CCN(c2ccccc2)CC1,97,109,-9,0.0,112,98,102,109
O=C(NCC(c1cccs1)N1CCOCC1)c1ccc(Cl)s1 (stereo not drawn),127,99,2,0.1,89,86,93,92
O=[N+]([O-])c1cc([N+](=O)[O-])c(Oc2c(F)cccc2F)cc1NN1CCCCC1,104,123,2,-0.1,67,60,85,87
C=CCN(CC=C)C(=O)Cc1ccc(F)cc1,99,89,-1,-0.2,100,nt,101,97
Cc1cc(C(F)(F)F)c(C#N)c(SCC(=O)NC(C)(C)C)n1,97,94,1,0.0,92,92,92,94
COc1ccc(NC(=O)N2C3CCCC2CC(NC(=O)c2ccccc2)C3)cc1 (stereo not drawn),93,75,0,-0.4,68,94,81,93
